# Screening results as filed in PubChem BioAssay.
# TTR transcr act – activators of transthyretin transcription | SH-SY5Y TTR promoter Gaussia luciferase, luminescence; 100% = recombinant luciferase protein wells | activation, % at 16.7 µM | actives 1.3% (n = 92,000);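 active means activation above the mean of all tested compounds plus 3 SD, cut at about 9.5% in these data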;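 further: cells exposed to compounds for one day before reading; 0% = median of all test compound wells on the plate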
# Starred values were filed as active, the others as inactive.
SMILES,TTR transcr act
CN1C(=O)CC(N2CCC(C(N)=O)CC2)C1=O (stereo not drawn),2.8
CCNC(=S)N(Cc1cc2cc(C)cc(C)c2[nH]c1=O)C1CCCC1,-1.0
O=C(Nc1ccc(F)cc1)c1cccc2ccccc12,0.1
O=[N+]([O-])c1ccccc1/C=C/CN1CCCCC1,1.8
COc1ccccc1N1CCN(CC(=O)c2c[nH]c3ccccc23)CC1,2.5
CCOC(=O)C1CCCN(S(=O)(=O)CCNC(=O)c2ccc(F)cc2)C1 (stereo not drawn),3.3
CCCCC#Cc1ccc2c(c1)COc1c3ccccc3nn1-2,1.4
COc1cc(C2C(C(=O)c3cccs3)=C(O)C(=O)N2CCN2CCOCC2)ccc1OCCC(C)C (stereo not drawn),0.9
O=C1NC(=Nc2ccccc2Br)SC1(CO)CO,-0.2
CC(=O)N1CCC(N(CCN2CCOCC2)C(=S)Nc2ccc(C)cc2)CC1,-2.1
Cc1noc(C)c1NC(=O)N(C)C[C@H]1Oc2ccc(NC(=O)CCN3CCOCC3)cc2C(=O)N([C@H](C)CO)C[C@@H]1C,0.7
Nc1nn(-c2ccccc2)nc1C(=O)OCc1ccccc1,2.6
Cc1ccc(S(=O)(=O)N2CCOCC2)cc1NC(=O)CSc1nnnn1C,2.2
O=C(CN1CCN(c2ccccn2)CC1)Nc1cccc(S(=O)(=O)N2CCOCC2)c1,-0.1
O=C(CSc1cccs1)NCCc1ccccc1,-1.0
Clc1ccc(Cn2cccc2C2=NCCO2)cc1,-1.7
Cc1ccc(S(=O)(=O)N2CCC(=O)N([C@H](COC(=O)Nc3ccccc3)Cc3ccccc3)CC2)cc1,-2.1
CCOC(=O)C1CCCN(C(=O)CNC(=O)Cn2ccc3ccccc3c2=O)C1 (stereo not drawn),-1.4
CC/C(C)=N/Nc1nc(-c2cc3cccc(OC)c3oc2=O)cs1,-0.5
COc1ccc(N=C2C(=Nc3ccc(OC)cc3)N(c3ccc(OC)cc3)C(=S)N2C(=O)c2ccc(OC)cc2)cc1,1.8
Cc1cc(C(=O)Nc2cccnc2)on1,0.8
COc1cc(O)sc1C=Nc1ccc(Cl)cc1Cl,0.3
Cc1ccc(C=Cc2ccccn2)cc1,-1.1
COc1ccc(NC(=O)N(C)C[C@H]2Oc3c(NC(=O)Nc4c(C)noc4C)cccc3C(=O)N([C@H](C)CO)C[C@@H]2C)cc1,0.8
CCn1cc(/C=C(\NC(=O)c2ccccc2OC)C(=O)N2CCN(C)CC2)c2ccccc21,-0.1
Cc1cc(C)nc(SCC(=O)Nc2ccc(S(=O)(=O)NCCO)cc2)n1,1.8
COC(CNS(=O)(=O)c1ccc(S(=O)(=O)NC2CC2)cc1)OC,-0.2
O=C(O/N=C1\CCCc2ccccc21)c1cccs1,-0.1
O=C(N/N=C/c1ccc([N+](=O)[O-])o1)C(O)c1ccccc1 (stereo not drawn),-1.8
O=C(c1ccc(Br)o1)N1CCN(c2ncccn2)CC1,3.8
CC(C(=O)Nc1ccc2c(c1)OCO2)N(C)CC(=O)Nc1ccccc1Cl (stereo not drawn),-0.4
CN=C1S/C(=C\c2cccc(Cl)c2Cl)C(=O)N1C,2.1
CCOc1ccc(N2CC(C(=O)NC(C)C)CC2=O)cc1 (stereo not drawn),1.2
CC1CCc2cc(F)ccc2N1C(=O)c1cc2nc(-c3ccco3)cc(C(F)(F)F)n2n1 (stereo not drawn),-1.1
COc1ccccc1NS(=O)(=O)c1cc(NC(=O)CNC(=O)c2cc(C)cc(C)c2)ccc1C,0.4
CCC(CC)C(=O)Nc1ccc(C)c(O)c1,6.8
COc1ccccc1NC(=O)NCCN1CCNC1=O,1.6
Cn1cc(/C=C(\C#N)C(=O)Nc2cccc([N+](=O)[O-])c2)c2ccccc21,0.8
O=C(CC(=O)c1ccccc1)Nc1ccc(Cl)cc1,-1.5
CNC[C@H](NC[C@@H](NCCCc1ccccc1)c1ccccc1)[C@H](C)O,-2.4
O=C(NCCc1c[nH]c2ccccc12)c1ccccc1,3.9
COc1cccc(CNC(=O)CSc2nnc3c(n2)[nH]c2ccc(OC)cc23)c1,7.8
Cc1ccccc1NC(=S)NCc1ccc2[nH]c3c(c2c1)CCCC3,-0.9
COCCNC(=O)C(=O)N/N=C/c1cccs1,3.8
O=C(Nn1c(-c2ccccc2)nc2ccccc2c1=O)c1ccc([N+](=O)[O-])cc1,-1.5
O=C(NC12CC3CC(CC(C3)C1)C2)c1ccc([N+](=O)[O-])o1,-1.7
CC(C)N1C(=O)/C(=C\c2nc3ccccc3c(=O)[nH]2)c2ccccc21,-2.1
CCCNC(=O)N(C)c1nncnc1C(=O)NC,0.2
COc1ccc(N2CC(C(=O)NCc3ccccc3)CC2=O)cc1 (stereo not drawn),1.8
COc1ccc(Cc2c(-c3ccc(C#N)cc3)nc3c(Cl)cc(C(F)(F)F)cn23)c(C)c1,-0.7
Cc1noc(C)c1CN1C(=O)c2ccc([N+](=O)[O-])cc2C1=O,1.8
Cc1ccc(CSCC(Nc2ccc(C(=O)O)cc2[N+](=O)[O-])C(=O)O)cc1 (stereo not drawn),-0.3
COc1ccc(C(=O)CN2C(=O)c3ccccc3C2=O)cc1,1.7
COc1ccc(-c2n[nH]c(=S)n2/N=C/c2cccn2C)cc1,1.7
COc1ccc(-c2nc3c(-c4ccccc4)cnn3cc2C)cc1F,1.7
CC(=O)Oc1ccccc1C(=O)N(C1CCCCC1)C1CCCCC1,-1.0
CCNC(=O)COc1ccc(CC)cc1,-1.3
C=CCCC(=O)N1C[C@H]2CON(C)[C@H]2C[C@H]1c1ccc(N2CCCCC2)cc1,-0.9
O=C(CNS(=O)(=O)c1ccccc1)NCc1cccnc1,-0.5
Cn1cccc1C(=O)Nc1ccc(Cl)c(S(=O)(=O)N2CCCCC2)c1,2.1
# The list continues.
SMILES,TTR transcr act
Cc1nc(NC(=O)c2ccccc2)sc1-c1csc(Nc2ccc(C(=O)O)cc2)n1,1.3
O=C(/C=C/c1ccccc1)NCCc1c[nH]c2ccccc12,0.0
COCCNC(=O)COc1ncnc2ccc(Br)cc12,0.1
COc1cccc(C(=O)Nc2nnc(-c3cccs3)o2)c1,0.5
CC(C)(C)CNC(CO)C12CC3CC(CC(C3)C1)C2 (stereo not drawn),-3.2
O=C1CCCC(=O)N1c1ccc(Oc2ccc(Cl)cc2)cc1,1.1
NC1=NC(=O)/C(=C/c2ccccc2OS(=O)(=O)c2ccc3ccccc3c2)S1,-0.5
CC(C)C[C@@H](CO)N1CCN(Cc2cccnc2)CCC1=O,1.3
Cc1ccc(CN2CCN(C(=O)c3ccncc3)CC2)cc1,-0.3
CCC(=O)Nc1c2c(nn1-c1ccc(F)cc1)CS(=O)C2 (stereo not drawn),-1.2
O=C(CCS(=O)(=O)c1ccc2c(c1)NC(=O)CO2)NCc1ccccc1,-2.1
CCn1c(SCC(=O)Nc2nccs2)nnc1-c1ccco1,-1.1
CCNC(=O)CSc1nc2ccccc2c(=O)n1OC,5.4
Cc1ccnc2ccc(SC(F)(F)F)cc12,3.7
COc1ccc(-c2nc(-c3ccc(Br)o3)no2)cc1OC,-2.5
Cc1c(C(=O)N/N=C/c2ccccn2)nnn1-c1nonc1N,0.5
O=C(COc1cc(Cl)c(Cl)cc1Cl)Nc1ccc([N+](=O)[O-])cc1Cl,2.2
O=S(=O)(Nc1nc2ccccc2nc1Nc1ccc(N2CCOCC2)cc1)c1cc(Cl)ccc1Cl,1.7
Cc1ncc(CN2CCCCC2C(=O)Nc2ccc(Oc3ccccc3)nc2)cn1 (stereo not drawn),-1.0
O=S(=O)(Nc1ccccc1-c1ccccc1)c1ccccc1,2.0
O=C(O)c1ccccc1C(=O)Nc1n[nH]c(=S)s1,4.8
Cc1cc(C)c(S(=O)(=O)N(C)Cc2cnn(C)c2)c(C)c1,2.2
O=[N+]([O-])c1ccc(CSc2nc3ncc(Br)cc3[nH]2)cc1,0.2
Cc1cc(C)c(NC(=O)CSCc2nc3sc(C)c(C)c3c(=O)[nH]2)c(Cl)c1,0.5
Clc1ccccc1-c1nnc2sc(-c3ccc4c(c3)OCO4)nn12,1.1
COc1cccc(N2C(=O)CC(NNc3nc4ccccc4s3)C2=O)c1 (stereo not drawn),0.2
CCN(CC)S(=O)(=O)c1ccc(C(=O)Nc2cc(S(=O)(=O)N3CCOCC3)ccc2N2CCN(C)CC2)cc1,-2.0
CCOC(=O)CC1C(=O)NCCN1S(=O)(=O)c1ccc(OC)cc1 (stereo not drawn),-1.0
CCOC(=O)C(C(C)=O)=C1SC2CS(=O)(=O)CC2S1 (stereo not drawn),-2.3
C#Cc1ccc([C@@H]2C=C(C(=O)N3CCOCC3)O[C@H](OCC)[C@H]2CCCO)cc1,-3.3
COCOCCn1cc(CN2CCS(=O)(=O)N(Cc3ccc(-c4cccc(N(C)C)c4)cc3)C(CC(C)C)C2=O)nn1 (stereo not drawn),4.8
CC(C)(C)c1ccc(OCCCC(=O)N2CCOCC2)cc1,0.4
Cc1ccc(C(C)C)c(OCC(=O)N/N=C2\CC(=O)CC(C)(C)C2)c1,1.2
Cc1ccc(N2C(=O)N(CC(=O)Nc3cc(C)cc(C)c3)C(=O)C2C)cc1 (stereo not drawn),1.1
O=P(c1ccccc1)(c1ccccc1)C(c1ccco1)N1CCOCC1 (stereo not drawn),1.6
Fc1cc(F)cc(-c2oncc2-c2nnnn2-c2ccccc2)c1,0.8
CSc1ccc(C(=O)C2CCCN(Cc3cccn3-c3cccnc3)C2)cc1 (stereo not drawn),-2.1
Nc1nonc1-n1nnc(C(=O)N/N=C/c2ccccc2F)c1-c1cccs1,-0.3
CC(C)n1cc(C(=O)N2CCCC(Nc3ccc(F)c(F)c3)C2)cn1 (stereo not drawn),-1.4
O=C(O)c1ccc(N/N=C/c2ccnc3ccccc23)cc1,-0.3
O=C(/C=C/c1ccco1)Nc1ccc(CN2CCOCC2)cc1,0.4
CCCCNC(=O)C1(C)CCC(=O)N1CC(F)(F)F (stereo not drawn),-0.1
CC1(C)Cc2c(sc3nnn(Cc4ccc(Cl)cc4)c(=O)c23)CO1,0.0
COC(=O)c1cn(CC(=O)N2CCCCCC2)c2ccccc12,-0.7
Cc1noc(C)c1COC(=O)CCOc1ccccc1,-0.9

# Nothing new here: an excerpt of the list.
SMILES,TTR transcr act
COCOCCn1cc(CN2CCS(=O)(=O)N(Cc3ccc(-c4cccc(N(C)C)c4)cc3)C(CC(C)C)C2=O)nn1 (stereo not drawn),4.8
CC(C)(C)c1ccc(OCCCC(=O)N2CCOCC2)cc1,0.4
Cc1ccc(C(C)C)c(OCC(=O)N/N=C2\CC(=O)CC(C)(C)C2)c1,1.2
Cc1ccc(N2C(=O)N(CC(=O)Nc3cc(C)cc(C)c3)C(=O)C2C)cc1 (stereo not drawn),1.1
O=P(c1ccccc1)(c1ccccc1)C(c1ccco1)N1CCOCC1 (stereo not drawn),1.6
Fc1cc(F)cc(-c2oncc2-c2nnnn2-c2ccccc2)c1,0.8
CSc1ccc(C(=O)C2CCCN(Cc3cccn3-c3cccnc3)C2)cc1 (stereo not drawn),-2.1

# Continuation.
SMILES,TTR transcr act
Cc1cccc(C)c1NC(=S)NCc1ccncc1,-0.6
C[C@H](CO)N1C[C@H](C)[C@@H](CN(C)C(=O)Nc2ccccc2F)OCc2cnnn2CCCC1=O,-0.5
CCOc1ccc(OCC)c(NS(=O)(=O)c2cn(C)cn2)c1,-1.0
COc1ccc(-n2c(SCC(=O)Nc3sc4c(c3C#N)CCCC4)nnc2-c2ccc(O)cc2)cc1,0.5
COc1ccc(OCC(=O)NCCCn2ccnc2)cc1,0.7
COCC(=O)NCCNc1nc2ccc(C)cc2cc1C,2.9
COc1cccc(-c2csc(N3CCN(C(=S)NCC(C)C)CC3)n2)c1,-0.6
COc1ccc(CCNC(=S)NC(=O)c2cc(OC)c(OC)c(OC)c2)cc1OC,-1.5
Cc1ccc(NC(=O)Cc2cn(C)c3ccccc23)cc1F,-1.1
CCOC(=O)N1CCC(=NNC(=O)c2ccc(O)cc2)CC1,-0.3
O=C(CSCc1ccc(C(=O)O)cc1)Nc1ccc2ccccc2c1,0.8
COc1ccccc1NS(=O)(=O)c1cc(NC(C)=O)ccc1N1CCCCC1,-0.1
O=C1C=C(c2ccc3c(c2)OCO3)C[C@@H](c2ccc3c(c2)OCO3)C1,-2.4
Cc1ccc(NC(=O)c2noc(C(C)C)c2[N+](=O)[O-])cc1,0.2
COc1ccc(CCNC(=O)c2cc3sc(Cl)cc3n2C)cc1OC,-0.2

# Given as tab-separated lines: entries from further up
canonical_smiles	TTR transcr act
COCC(=O)NCCNc1nc2ccc(C)cc2cc1C	2.9
COc1cccc(-c2csc(N3CCN(C(=S)NCC(C)C)CC3)n2)c1	-0.6
COc1ccc(CCNC(=S)NC(=O)c2cc(OC)c(OC)c(OC)c2)cc1OC	-1.5
Cc1ccc(NC(=O)Cc2cn(C)c3ccccc23)cc1F	-1.1
CCOC(=O)N1CCC(=NNC(=O)c2ccc(O)cc2)CC1	-0.3
O=C(CSCc1ccc(C(=O)O)cc1)Nc1ccc2ccccc2c1	0.8
COc1ccccc1NS(=O)(=O)c1cc(NC(C)=O)ccc1N1CCCCC1	-0.1

# (list continues)
SMILES,TTR transcr act
Cc1cccc(/C=N/NC(=O)c2cc(C)nc3ccccc23)n1,-1.4
O=C(O)CCCn1c(=O)[nH]c2ccccc2c1=O,0.3
COc1ccc(C(=O)N2CCn3c(C)ccc3C2C)cc1 (stereo not drawn),-0.7
COc1ccc(OC)c(C2=NS(=O)(=O)N(C)C(C(=O)Nc3ccc(F)cc3F)=C2)c1,-2.0
Cc1c(Cl)cccc1NC(=O)Cn1c(CCC(=O)O)ccc1-c1ccccc1,-1.1
NNC(=O)c1ccc(COc2cccc3ccccc23)cc1,0.2
CC1=CC(C)(C)N=C(Nc2nc(C)c3cc(C)cc(C)c3n2)N1,-2.1
C=CCn1c(SCC(=O)Nc2nc(C)cs2)nnc1C(C)NC(=O)c1ccccc1Cl (stereo not drawn),2.7
Cc1cc(NC(=O)CSc2nnc(Cc3cccn3C)n2CCc2ccccc2)no1,0.6
COc1cc(OC)c(OC)cc1CNCc1ccc2c(c1)OCO2,1.9
COC(=O)c1cc(NC(=O)c2c(C)noc2C)ccc1N1CCOCC1,-1.0
O=C(CCN1CCN(c2ccccc2)CC1)c1ccc(Br)cc1,0.1
Cn1c(SCC(=O)NCCc2ccccc2)nnc1-c1ccncc1,2.0
O=C(c1ccccc1)c1ccc(OCCn2cnc3ccccc3c2=O)cc1,0.1

# These rows are one share of the data; count on the stated rates, not on these rows.
